From PubChem
Hep lipid drop – hepatic lipid droplet formation modulation; inhibition, % at 6.5 µM; actives 0.4% (n = 240,000); AML12 mouse hepatocytes, oleate lipid droplets, BODIPY imaging; AID 1656;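 active = lipid droplet intensity inhibited by at least 50%, with more than 500 cells counted; inconclusive = wells with under 300 cells, treated as cytotoxic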
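Material: mouse AML12 hepatocyte cell line, fixed after treatment; Timing: compound with oleate, overnight; Technique: high-content imaging of BODIPY-stained droplets and DAPI nuclei; Probe or stimulus: oleate, 100 µM final; Dosing: compound at 6.5 µM only.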
Myeloid diff MLP – promotes myeloid progenitor differentiation; actives 1% (n = 360,000); ER-HoxA9 myeloid progenitors, lysozyme-GFP differentiation, flow cytometry; calls only at 10 µM; AID 624256;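 active = normalized GFP-positive differentiation at or above the plate's own cutoff, the solvent-only control mean plus 3 SD; inconclusive = no clear call, values can overlap the other calls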;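 note: cells exposed to compound for four days before flow analysis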
LYP phosphatase – inhibitors of LYP phosphatase, biochemical, fluorescence intensity, uHTS (AID 1779); actives 0.054% (n = 290,000); inhibition, % at 11.5 µM, or IC50 in µM where a hit was titrated; recombinant LYP phosphatase, fluorescence intensity; higher % means a stronger effect;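 note: plate controls were vehicle with enzyme for no effect and no enzyme for full effect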
XIAP displacement – XIAP antagonists, biochemical, IAP family, fluorescence polarization (AID 1018) | one-dose displacement, % at 20 µM; IC50 in µM for titrated hits | XIAP BIR domain, fluorescence polarization peptide displacement; higher % means a stronger effect | actives 0.007% (n = 200,000); in the data active = displacement above about 50%; note: a part of the inactive calls stands beside numbers as strong as those of hits
SIAH1 antagonists – Siah-1 peptide-binding antagonists, primary screen, biochemical, fluorescence polarization, rhodamine-plectin, uHTS (AID 1817) | displacement, % at 20 µM; hits with a dose series show IC50 in µM | actives 0.02% (n = 290,000) | Siah-1 / rhodamine-plectin peptide fluorescence polarization; higher % means a stronger effect;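 active = displacement of at least 50% at 20 µM, with a fluorescence ratio check between 0.3 and a set limit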;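 note: plate controls were Siah plus tracer with DMSO for no effect and tracer alone without Siah for full effect; strong numbers were not always called active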
Dengue-2 NS5 capping – Dengue-2 NS5 methyltransferase inhibitors, primary screen, biochemical, confirmation dose response (AID 588689); Dengue-2 NS5 methyltransferase capping enzyme assay, biochemical; higher % means a stronger effect; one-dose inhibition, % at 25 µM; IC50 in µM for titrated hits; actives 0.3% (n = 340,000); in the data active = a potency from the dose series; inconclusive = inhibition above about 29% without an active follow-up result
AID2073 – disruptors of CaV2.2 binding to Mint1 – biochemical, HTRF (AID 2073); HTRF protein-protein interaction, Mint1-CaV2.2; higher % means a stronger effect; one-dose inhibition, % at 20 µM; IC50 in µM for titrated hits; actives 0.19% (n = 290,000); in the data active = inhibition mostly above about 51%, no sharp cut-off; inconclusive = no clear call, values can overlap the other calls; inactive = mostly below about 53%; note: some results filed as inactive read as strong as hits
NOD2 inhibition – NOD2 signaling inhibitors, cell-based, luminescence, uHTS, HEK293 (AID 1566); HEK293 NOD2/NF-kB luciferase reporter, luminescence; higher % means a stronger effect; actives 0.63% (n = 290,000); one-dose inhibition, % at 4 µM; EC50 in µM for titrated hits; note: many of its hits are not listed in these tables
HIV fusion peptide – inhibitors of HIV fusion peptide binding, primary screen, biochemical, uHTS, fluorescence dequenching (AID 1986); cell-free peptide binding, fluorescence dequenching, 30 min; higher % means a stronger effect; one-dose inhibition, % at 20 µM; IC50 in µM for titrated hits; actives 0.3% (n = 290,000); in the data active = inhibition mostly above about 52%, no sharp cut-off; inactive = mostly below about 76%; note: some results filed as inactive read as strong as hits
Hep lipid drop cells 6.5 µM – second read-out of Hep lipid drop, no call of its own (marks repeat the call); cell count; measured here: cell count, cytotoxicity flag;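 cells counted across two imaged fields per well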
Dengue-2 NS5 capping pilot replicate – further read-out of Dengue-2 NS5 capping, marked with its call; inhibition, %; measured here: pilot screen replicate inhibition
Myeloid diff MLP GFP+ MAC1+ % – also measured in Myeloid diff MLP; calls as there; GFP+ MAC1+ double positive, %; measured here: differentiation confirmed by MAC1 staining
* = called active by the depositor; i = inactive; ? = inconclusive; . = not tested or not shown. Cut-off read from the data, not from the text of the source, unless noted: active = inhibition above about 50%; inactive = the rest. Not all compounds are listed (hit frequency here may not be typical).

SMILES	Hep lipid drop	Hep lipid drop cells 6.5 µM	Myeloid diff MLP	Myeloid diff MLP GFP+ MAC1+ %	LYP phosphatase	XIAP displacement	SIAH1 antagonists	Dengue-2 NS5 capping	AID2073	NOD2 inhibition	HIV fusion peptide	others
COc1cc(CNCCc2ccc3c(c2)OCO3)cc(OC)c1OC	1	646	i	1.4	-5%	0.1%	7%	-4%	-1%	15%	-0.9%
CN1CCN(c2ncnc(Cl)c2N)CC1	3	715	i	0.4	-11%	10%	3%	0%	-2%	4%	0.0%
CCOc1ccc(CN(CCCl)CCCl)cc1C(=O)OC	.	.	i	1.4	-6%	-2.0%	6%	-12%	-6%	16%	2.3%
CC(=O)NC1CC2CCCC(C1)N2 (configuration not stated)	.	.	i	1.6	-8%	-7.9%	-8%	0%	0%	8%	-0.9%
CC(C)COc1ccc(C2(C#N)CC[N+](C)(C)CC2)cc1	.	.	i	0.2	0%	-4.9%	-5%	-1%	2%	-8%	-3.5%
O=c1c2ccccc2nc(CSc2ncnc3nc[nH]c23)n1-c1ccc(Cl)c(Cl)c1	.	.	i	0.4	0%	-0.2%	-4%	-5%	-6%	-1%	-0.9%
O=c1[nH]c(O)c(C=Nc2ccccc2Oc2ccccc2)c(=O)[nH]1	1	772	i	0.7	-6%	.	19%	-2%	10%	16%	3.2%
COc1ccc(CN2CCNCC2)cc1	3	788	i	0.7	0%	.	-2%	-11%	-23%	-12%	-0.1%	Dengue-2 NS5 capping pilot replicate=-4.9
O=C1NC(=O)N(c2ccccc2)C(=O)/C1=C\c1ccc2c3c(cccc13)CC2	31	629	.	.	-3%	0.9%	5%	.	34%	7%	20%
COc1ccc(C2=CC(c3ccc(OC)c(OC)c3)c3c(c4ccccc4oc3=O)O2)cc1OC (configuration not stated)	22	706	i	1.7	1%	.	-2%	0%	22%	17%	-0.6%
COc1ccc2c(c1)C13CCCC[C@@H]1C(C2)N(C)CC3 (some centres not stated)	0	717	i	2.6	-6%	.	-2%	-4%	24%	-5%	0.0%
Cc1ccc(O)c(CN2CCN(c3ccccc3)CC2)c1	2	772	i	0.3	0%	-6.3%	-2%	3%	-3%	-13%	-0.2%
CCC(C(=O)N1CCC2(CC1)OCCO2)c1ccccc1 (configuration not stated)	-13	687	i	0.4	-4%	-7.8%	-3%	-3%	10%	10%	-1.9%
CN1C(=O)C(=CN2CCN(C(=O)c3ccco3)CC2)C(=O)N(C)C1=S	9	543	i	0.3	-4%	-6.0%	-3%	-16%	-12%	12%	6.0%
COc1ccc(C=C2C(=O)N(C)C(=O)N(C)C2=O)cc1CSc1ccccn1	.	.	i	0.4	-4%	0.5%	9%	7%	8%	9%	-1.4%
CN1CCN(c2ccc(S(C)(=O)=O)cc2[N+](=O)[O-])CC1	-2	500	i	0.4	-6%	-7.3%	24%	-8%	4%	9%	-1.2%
CC(C)(C)NC(=O)C1CC2CCCCC2CN1 (configuration not stated)	-24	713	.	.	-9%	-8.5%	2%	-1%	-9%	-3%	-1.9%
CC(C)c1ccc(NC(=O)CCNC(=O)N2C[C@H]3C[C@@H](C2)c2cccc(=O)n2C3)cc1	0	783	i	1.8	-12%	.	2%	-9%	9%	5%	3.3%
Cc1cc(C)cc(N2C(=O)NC(=O)/C(=C\c3cc(C)n(C)c3C)C2=O)c1	5	706	i	1.0	-2%	-1.5%	16%	?	-2%	-10%	38%
O=C(c1n[nH]c(=O)c2ccccc12)N1CCC2(CC1)OCCO2	4	646	i	0.3	-3%	-8.9%	5%	.	8%	-9%	-0.5%

Gathered by group, the entries above with a halogen
SMILES	Hep lipid drop	Hep lipid drop cells 6.5 µM	Myeloid diff MLP	Myeloid diff MLP GFP+ MAC1+ %	LYP phosphatase	XIAP displacement	SIAH1 antagonists	Dengue-2 NS5 capping	AID2073	NOD2 inhibition	HIV fusion peptide	others
CN1CCN(c2ncnc(Cl)c2N)CC1	3	715	i	0.4	-11%	10%	3%	0%	-2%	4%	0.0%
CCOc1ccc(CN(CCCl)CCCl)cc1C(=O)OC	.	.	i	1.4	-6%	-2.0%	6%	-12%	-6%	16%	2.3%
O=c1c2ccccc2nc(CSc2ncnc3nc[nH]c23)n1-c1ccc(Cl)c(Cl)c1	.	.	i	0.4	0%	-0.2%	-4%	-5%	-6%	-1%	-0.9%

Later entries
SMILES	Hep lipid drop	Hep lipid drop cells 6.5 µM	Myeloid diff MLP	Myeloid diff MLP GFP+ MAC1+ %	LYP phosphatase	XIAP displacement	SIAH1 antagonists	Dengue-2 NS5 capping	AID2073	NOD2 inhibition	HIV fusion peptide	others
CCOC(=O)C1=C(C)OC(N)=C(C(=O)OCC)[C@@]12C(=O)N(CC(N)=O)c1ccccc12	-9	738	i	0.6	-8%	-2.0%	1%	-5%	2%	9%	0.3%
COc1ccc(C2C(C(=O)N3CCC4(CC3)OCCO4)CC(=O)N2c2ccc(OC)cc2)cc1 (configuration not stated)	-6	631	i	0.2	0%	-3.9%	3%	-1%	2%	11%	2.6%
COc1ccc(CN2CCN(Cc3ccccc3)CC2)c(OC)c1	.	.	i	19	-16%	5.1%	2%	-2%	24%	-18%	-1.2%
CN(C)c1ccc2c(c1)N=C(c1ccco1)OP2(=S)N1CCOCC1 (configuration not stated)	.	.	i	3.5	0%	-3.6%	4%	23%	1%	-48%	2.3%
C=CCn1c(O)c(C=NC2CCN(Cc3ccccc3)CC2)c(=O)[nH]c1=O	-1	654	i	0.9	-7%	.	8%	5%	0%	16%	0.3%
Cc1ccccc1NP(=O)(Oc1ccccc1F)Oc1ccccc1F	-51	699	i	0.3	3%	-4.0%	12%	-1%	1%	-14%	1.0%
C=CCN1C(=O)C2(C(C(=O)OCC)=C(N)Oc3ccccc32)C2=C1CCCC2=O (configuration not stated)	1	797	i	1.3	4%	2.2%	-4%	-5%	26%	6%	0.6%
c1ccc(-c2[nH]c[n+](CC3CO3)c2-c2ccccc2)cc1 (configuration not stated)	7	632	.	.	-25%	-5.0%	-2%	.	36%	17%	12%
COc1ccc(OC)c(-n2c(O)c(/C=C3\C(C)=Nc4ccccc43)c(=O)[nH]c2=O)c1	9	665	i	0.9	0%	.	-4%	.	10%	6%	18%
COc1cc(OC)c(OC)cc1CNCCc1ccc2c(c1)OCO2	-16	855	i	0.5	-2%	.	6%	-3%	31%	11%	2.0%
CCNc1nc(Cl)nc(NC(C)C)n1	-2	760	i	0.5	2%	-4.0%	5%	1%	11%	-11%	-1.0%
O=C1NC(=S)N(c2ccc(F)cc2)C(=O)/C1=C/c1ccccc1O	.	.	i	0.9	-5%	.	12%	0%	0%	-2%	8.4%
Clc1ccc(OCC#CCN2CCOCC2)cc1	10	607	i	0.7	-5%	-4.6%	12%	1%	0%	-13%	-1.0%
Cc1cc(C)c(S(=O)(=O)NCC2CCC(C(=O)N3CCC4(CC3)OCCO4)CC2)c(C)c1 (configuration not stated)	-15	758	i	5.0	-11%	6.0%	6%	-2%	-16%	14%	0.5%
Cc1ccsc1C(=O)C1CCCN(Cc2cnn(C)c2)C1 (configuration not stated)	29	609	i	0.2	-4%	0.5%	16%	-9%	3%	8%	0.8%
CN(C)c1cccc2c(C#N)ccc(N(C)C)c12	2	695	i	0.2	-7%	-7.6%	0%	.	-12%	11%	-3.6%
O=C(Nc1ccc(F)cc1)N1CC2CC(C1)c1cccc(=O)n1C2 (configuration not stated)	.	.	i	1.0	-10%	-5.6%	-4%	-8%	-3%	11%	-1.0%
CCOP(=O)(Oc1ccccc1)c1c([N+](=O)[O-])cc(C(F)(F)F)cc1[N+](=O)[O-] (configuration not stated)	2	796	i	0.4	-10%	.	6%	-3%	11%	1%	-2.1%
Cn1c(=O)cc(OCC(=O)N2CCC3(CC2)OCCO3)c2ccccc21	-3	651	i	0.4	3%	3.8%	0%	-1%	-5%	6%	1.0%
Cc1cccc(C(=O)Nc2ccc3c(c2)CC2(C(=O)N(C)C(=O)N(C)C2=O)C2CCCN32)c1 (configuration not stated)	3	732	i	0.0	3%	.	1%	-28%	49%	-4%	2.9%
NCC(O)c1ccc(O)cc1 (configuration not stated)	-7	758	i	2.2	-5%	-1.4%	-5%	0%	0%	0%	2.8%
COc1ccc(CN2CCCC(C(=O)c3ccccc3SC)C2)cc1O (configuration not stated)	-49	658	i	0.3	-3%	1.0%	-3%	-5%	-4%	2%	-1.7%
COc1cc(OC)c2c(c1)O[C@@H](c1ccc(OC)c(OC)c1)[C@H](O)C2	-6	743	i	1.2	-6%	.	3%	-15%	1%	20%	0.6%
CC(C)N(CC(O)c1cccc([N+](=O)[O-])c1)C(C)C (configuration not stated)	.	.	i	1.4	-5%	-6.2%	-6%	3%	8%	6%	-0.5%
O=c1c2ccccc2nc(-c2ccccc2Cl)n1-c1ccc(O)cc1	6	645	i	0.3	-2%	.	17%	2%	-6%	17%	-2.4%
COC(=O)C(O)(c1ccc(NC(=O)Oc2ccccc2)cc1)C(F)(F)F (configuration not stated)	-22	608	i	0.2	-5%	0.9%	-4%	-7%	4%	1%	-1.0%
COc1ccccc1-n1c(O)c(/C=C2\C=Nc3ccccc32)c(=O)[nH]c1=O	-7	764	i	0.4	-3%	.	-2%	-21%	15%	-38%	11%
COc1ccc(CCC(C)NCCc2ccccc2)cc1 (configuration not stated)	-8	804	i	0.6	-8%	-1.8%	2%	-2%	-3%	-4%	0.5%
O=C(Nc1cccc(Cl)c1)c1c(O)c2c(n(Cc3ccccc3)c1=O)CCCC2	-21	742	.	.	0%	-2.8%	10%	.	3%	10%	2.6%
O=C(OCC(=O)c1ccc([N+](=O)[O-])cc1)/C(=C/c1ccc(Cl)cc1)NC(=O)c1ccccc1	0	676	i	0.0	2%	-17%	-2%	.	8%	4%	1.8%
CCCCn1c(O)c(C(C)=Nc2ccc(C(=O)O)cc2)c(=O)[nH]c1=O	.	.	i	1.6	0%	-4.6%	8%	-6%	10%	-1%	1.2%
O=C(Nc1ccc(F)c([N+](=O)[O-])c1)N1C[C@H]2C[C@@H](C1)c1cccc(=O)n1C2	-10	711	?	.	-8%	.	5%	0%	11%	6%	-0.6%
O=C(Nc1ccc(Br)cc1)N1C[C@H]2C[C@@H](C1)c1cccc(=O)n1C2	-8	798	i	2.2	0%	.	-5%	1%	-1%	0%	3.0%
Cc1cc(OCC(=O)N2CCC(C(N)=O)CC2)c2c3c(c(=O)oc2c1)CCCC3	-14	754	i	6.3	-11%	.	5%	-6%	16%	14%	0.4%
CC(C)N1C(=O)CC2(CC[N+](C)(CCOC(=O)C(O)(c3ccccc3)c3ccccc3)CC2)C1=O (configuration not stated)	3	594	i	0.2	-6%	-5.0%	-8%	-14%	-13%	-6%	-2.5%
CCCCn1c(NS(=O)(=O)c2ccccc2)c(C(=O)OCC)c2nc3ccccc3nc21	-9	638	i	1.0	-3%	-3.5%	i	3%	5%	1%	1.5%
